GLS inhibitor = qHTS for Inhibitors of Glutaminase (GLS); Glutaminase kidney isoform, mitochondrial (Homo sapiens), O94925; GLS enzymatic activity, qHTS titration; Potency, µM (titrated, usually from 45.5 µM), inactives show at the top dose activity change, negative = inhibition, most hits filed as inhibitors; 410,000 tested, 0.21% active; further: potency means the concentration at half of the fitted maximal effect; on the % scale 0 is the no-effect control and ±100 the full control effect
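Coupled fluorescence readout: glutamate oxidase/HRP/Amplex Red detect glutamate formed by hKGA from L-glutamine (1 mM solution added). Buffer 45 mM KH2PO4 pH 8.2, 0.02% Tween-20; reads at t0 and 30 min RT.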
TrxR1 substrate = qHTS Assay for Substrates of Mammalian Selenoprotein Thioredoxin Reductase 1 (TrxR1): qHTS; Thioredoxin reductase 1, cytoplasmic (Rattus norvegicus), O89049; 390,000 tested, 0.01% active; AID 588456, 2011; purified TrxR1 substrate turnover, NADPH consumption readout; Potency, µM (highest dose often 114 µM), for the others: at the highest dose activity change, negative = substrate turnover; further: potency means the concentration at half of the fitted maximal effect; on the % scale 0 is the no-effect control and ±100 the full control effect; nearly all actives have a fitted effect of over 50% in size
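Rat TrxR1, dispensed at 90 nM, was prereduced with 400 uM NADPH (final) for 5 min at ~22 deg C, then incubated with compound 15 min before 400 uM selenite. A first-read NADPH fluorescence drop versus no-compound background flagged substrates.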
PI4K2A inh = qHTS for small molecular inhibitors of PI4K2A; activity change, negative = inhibition, % at 76.9 µM; Phosphatidylinositol 4-kinase type 2-alpha (Homo sapiens), Q9BTU6; 420,000 tested, 0.13% active; purified PI4K2A, ADP-Glo luminescence, 1 h; stronger effect = lower value; in the data active means activity change below about -50%; inconclusive means mostly about -30% to -49%;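 further: -100% = wells without enzyme as full effect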
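ADP-Glo luminescence measured ADP generated by PI4K2A enzyme (4 ug/mL before mixing) with 1.2 mM PI substrate (pre-mix) and 300 microM ATP (pre-mix). Tris pH7.5 buffer with MgCl2, Triton X-100; 1 h reaction at ambient temperature.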
Tb PGK inh = qHTS Assay to Find Inhibitors of Phosphoglycerate Kinase; AID 602233, 2012; Potency, µM (top dose mostly 57.5 µM), for inactives: at the highest dose activity change, negative = inhibition, usual class: inhibitors; 380,000 tested, 0.043% active; PGK/GAPDH coupled, Kinase-Glo luminescence, 60 min; Phosphoglycerate kinase, glycosomal (Trypanosoma brucei brucei), P07378; further: potency means the concentration at half of the fitted maximal effect; on the % scale 0 is the no-effect control and ±100 the full control effect; nearly all actives have a fitted effect of over 60% in size
Target sequence (P07378 whole entry, looked up): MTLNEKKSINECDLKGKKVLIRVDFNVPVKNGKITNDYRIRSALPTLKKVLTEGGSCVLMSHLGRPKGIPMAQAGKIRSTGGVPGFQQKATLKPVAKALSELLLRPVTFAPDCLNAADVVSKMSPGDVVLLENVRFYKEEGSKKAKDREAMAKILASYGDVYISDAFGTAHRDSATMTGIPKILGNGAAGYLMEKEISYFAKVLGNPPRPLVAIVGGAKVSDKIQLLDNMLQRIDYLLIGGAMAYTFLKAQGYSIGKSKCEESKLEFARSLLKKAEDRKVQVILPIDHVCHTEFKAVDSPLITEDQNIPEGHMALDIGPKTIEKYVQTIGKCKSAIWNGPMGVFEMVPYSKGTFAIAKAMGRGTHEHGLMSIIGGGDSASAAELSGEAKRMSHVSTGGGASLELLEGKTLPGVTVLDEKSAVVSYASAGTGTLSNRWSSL
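Recombinant glycosomal PGK reaction used 1,3-bisphosphoglycerate generated in-well by GAPDH (100nM final) in 100mM TEA pH 7.6, 5mM MgCl2, 0.01% Tween-20. After 60 minutes at room temperature, ATP was read by Kinase-Glo Plus luminescence end-point.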
HP1b binding inh = HTS for Inhibitors of HP1-beta Chromodomain Interactions with Methylated Histone Tails | 390,000 tested, 0.56% active | AlphaScreen HP1-beta / biotin-H3K9me3 peptide binding | Potency, µM (doses to about 114 µM), inactives show top-dose activity change, negative = inhibition, usual class: inhibitors; further: potency means the concentration at half of the fitted maximal effect; nearly all actives have a fitted effect of over 70% in size; inactives centre near 23
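HP1-beta protein (50 nM final) preincubated 30 min at room temperature with biotinylated H3(1-18)K9me3 peptide (50 nM) in PBS pH 7.4, 0.01% Tween-20, then compound added for 30 min. AlphaScreen streptavidin donor/nickel chelate acceptor beads (10 ug/mL final), 30 min dark, luminescence read.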
IDH1 R132H inh = qHTS for Inhibitors of mutant isocitrate dehydrogenase 1 (IDH1): qHTS; Isocitrate dehydrogenase [NADP] cytoplasmic (Homo sapiens), O75874; IDH1-R132H enzyme, NADPH consumption, diaphorase/resazurin fluorescence; Potency, µM (top dose mostly 76.6 µM), for the others: top-dose activity change, negative = inhibition, usual class: inhibitors; 390,000 tested, 0.093% active; further: potency means the concentration at half of the fitted maximal effect; on the % scale 0 is the no-effect control and ±100 the full control effect; nearly all actives have a fitted effect of over 65% in size
Target sequence (O75874 whole entry R132H, stated change not applied): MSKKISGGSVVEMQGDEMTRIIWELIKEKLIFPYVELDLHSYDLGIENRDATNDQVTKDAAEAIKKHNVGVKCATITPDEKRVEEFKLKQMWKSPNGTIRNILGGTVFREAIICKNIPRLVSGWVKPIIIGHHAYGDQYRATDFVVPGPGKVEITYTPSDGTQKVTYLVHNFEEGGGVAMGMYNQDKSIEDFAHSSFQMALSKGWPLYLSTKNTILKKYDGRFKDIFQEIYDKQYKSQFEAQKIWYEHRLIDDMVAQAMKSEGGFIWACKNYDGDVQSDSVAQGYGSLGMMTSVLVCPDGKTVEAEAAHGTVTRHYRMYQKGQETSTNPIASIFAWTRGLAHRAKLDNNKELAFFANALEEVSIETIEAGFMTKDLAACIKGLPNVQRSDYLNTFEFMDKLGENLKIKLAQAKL
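IDH1-R132H (0.5 ug/mL) preincubated 30 min with compound, then NADPH (0.016 mM) and alpha-KG (2 mM) added; 80 min at RT, pH 7.5. Remaining NADPH coupled via diaphorase/resazurin to fluorescence (540/590 nm); concentration-response curves normalized to no-enzyme control.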
USP1-UAF1 inh = Inhibitors of USP1/UAF1: Primary Screen | Ubiquitin carboxyl-terminal hydrolase 1 (Homo sapiens), O94782 | Potency, µM (highest dose often 57.1 µM), for the others: at the top dose activity change, negative = inhibition, most hits filed as inhibitors | AID 743255, 2014 | recombinant USP1/UAF1, Ub-Rhodamine cleavage fluorescence | 390,000 tested, 0.23% active; further: potency means the concentration at half of the fitted maximal effect; on the % scale 0 is the no-effect control and ±100 the full control effect; nearly all actives have a fitted effect of over 60% in size; inactives centre near -12
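USP1/UAF1 complex (1 nM) preincubated 15 min at room temperature with compound, then Ub-Rho substrate (150 nM final) added. Kinetic fluorescence at 480/540 nm over 6 reads at 60 s intervals; 50 mM HEPES pH 7.8, 0.5 mM EDTA, 0.1 mg/ml BSA, 1 mM TCEP, 0.01% Tween-20.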
Pin1 inh = qHTS Assay to Find Inhibitors of Pin1. Peptidyl-prolyl cis-trans isomerase NIMA-interacting 1 (Homo sapiens), Q13526. 390,000 tested, 0.009% active. AID 504891, 2011. Potency, µM (titrated, usually from 115 µM), for inactives: at the top dose activity, negative = inhibition, usual class: inhibitors. Pin1 FP peptide displacement, HiFluor488, 10 min; active means well fitted inhibition curve with a large enough effect in the polarisation, with a control signal flat, not every such curve was filed as active; inconclusive means small, poorly fitted or top-dose-only effect, or effect the other way, or a change in a side signal; inactive means no such curve, though single readings can be large or run the other way; the % refers to the polarisation; further: potency means the concentration at half of the fitted maximal effect; on the % scale 0 is the no-effect control and ±100 the full control effect
Target sequence (Q13526 whole entry, looked up): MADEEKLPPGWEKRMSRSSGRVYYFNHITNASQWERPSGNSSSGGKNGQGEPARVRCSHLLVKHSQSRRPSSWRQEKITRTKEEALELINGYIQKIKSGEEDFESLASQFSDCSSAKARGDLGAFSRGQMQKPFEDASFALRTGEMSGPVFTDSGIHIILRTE
rTrxR1 inhibitor = qHTS Assay for Inhibitors of Mammalian Selenoprotein Thioredoxin Reductase 1 (TrxR1): qHTS. recombinant rTrxR1, NADPH fluorescence consumption, selenite substrate. Thioredoxin reductase 1, cytoplasmic (Rattus norvegicus), O89049. 390,000 tested, 1% active. AID 588453, 2011. Potency, µM (doses to about 114 µM), without a hit: at the highest dose activity change, negative = inhibition, actives largely listed as inhibitors; further: potency means the concentration at half of the fitted maximal effect; on the % scale 0 is the no-effect control and ±100 the full control effect; nearly all actives have a fitted effect of over 65% in size
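Rat TrxR1 (90 nM in the dispensed reagent) was pre-reduced with 400 uM NADPH for 5 min at room temperature, then incubated with compound for 15 min. After 400 uM selenite was added, NADPH fluorescence (Ex 340/Em 450 nm) was followed for 8 min.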
Starred values were filed as active, the others as inactive; i = inactive; ? = inconclusive; . = not tested or not shown; & = joins results of further samples; [ ] = another dose, or the depositor's remark. Unless noted, the call rests on the fitted dose curve; in most records, active means well fitted curve in the direction sought with a large enough effect; inconclusive means small, poorly fitted or top-dose-only effect, or another doubt; inactive means no such curve, though single readings can be large; an effect the other way counts as inactive or inconclusive. An excerpt (hit frequency here may not be typical).

smiles,GLS inhibitor,TrxR1 substrate,PI4K2A inh,Tb PGK inh,HP1b binding inh,IDH1 R132H inh,USP1-UAF1 inh,Pin1 inh,rTrxR1 inhibitor
Cc1ccc(C)c(NC(=O)c2c(Cl)nc3ccccn23)c1,16%,-19%,-4,1%,34%,-2%,-8%,4%,-22%
CCCCNS(=O)(=O)c1ccc(NC(=O)c2c(-c3ccccc3)noc2C)cc1,5%,-7%,0,13%,25%,24%,-28%,-7%,2%
CC(C)N1CCC(N2CCN(Cc3cccnc3)CC2CCO)CC1 (centres undefined),-9%,-1%,0,i,13%,-1%,-26%,1%,4%
O=C(Cn1cccc1C(=O)c1ccccc1)NCc1cccs1,9%,-4%,1,7%,22%,1%,-5%,-2%,-9%
CC(C#N)Sc1ncnc2sc(-c3ccccc3)cc12 (centres undefined),8%,6%,1,1%,15%,-9%,?,21%,21%
CCOc1ccc(CCNC(=O)c2ccc(C)c(N3CCCC3=O)c2)cc1OCC,-1%,9%,-3,-6%,30%,2%,-22%,-3%,22%
COc1ccc(N(CC(=O)N2CCc3ccccc3C2)S(=O)(=O)c2ccccc2)cc1,4%&0%,-7%[57.1 µM],3&0,i,34%&24%,3%&-9%,-6%&-4%,0%&11%,29%[57.1 µM]
Cn1cc(S(=O)(=O)N2CCCC2)cc1C(=O)N1CCN(c2ccccc2)CC1,17%,4%[57.1 µM],-1,0%,17%,-4%,-5%,-1%,12%[57.1 µM]
Cc1nc2ccccn2c1/C(O)=C1\C(=O)C(=O)N(CCN(C)C)C1c1cccnc1 (centres undefined),-1%,-9%,-5,-7%,20%,9%,-17%,?,?
Cc1nc(-c2nnc(-c3ccccc3)o2)c(C(F)(F)F)o1,0%,2%,-2,0%,32%,0%,-18%,0%,12%
CCOC(=O)c1ccccc1NC(=O)C1CCCO1 (centres undefined),-3%,5%,0,-1%,47%[activator],-5%,-17%,-5%,20%
Cc1cc(C)n(-c2nc(Nc3ccccc3C(F)(F)F)nc(-n3nc(C)cc3C)n2)n1,17%,-2%[57.1 µM],0,4%,22%,-8%,-6%,1%,-12%[57.1 µM]
CC(=O)c1ccc([C@H]2C[C@@]34CN(C(=O)OC(C)(C)C)S(=O)(=O)[C@H]3C[C@H]2O4)cc1,4%,-3%,-8,4%,18%,0%[38.3 µM],-1%,5%,?
Cc1noc(C)c1C(=O)OCC(=O)Nc1cccc(S(=O)(=O)N(C)C)c1,8%,-15%,-2,-1%,19%,1%,4%,7%,-7%
CCCNC(=O)C1CCC(Cn2c(=O)c3sccc3n(CC(=O)N3CCC(C)CC3)c2=O)CC1 (centres undefined),17%,-4%[57.1 µM],-1,19%,28%,-5%,-12%,-6%,4%[57.1 µM]
CCOC(=O)N1CCN(C(=O)C(NC(=O)C2CCC(C)CC2)C(C)C)CC1 (centres undefined),4%,1%,8,1%,8%,-1%,-12%,-6%,10%
CC(C)COC(=O)n1c(SCC(N)=O)nc2ccccc21,0%,1%,-4,-7%,52%[activator],15%,-18%,3%,0%
COC(=O)c1cccc(NS(=O)(=O)c2ccc(OC)cc2)c1C,-6%,-1%[57.1 µM],1,-8%,22%,6%,-11%,-2%,11%[57.1 µM]
CSc1nc2ccc(NC(=O)COc3ccccc3F)cc2s1,3%,3%,0,3%,29%,2%,-5%,-1%,36%
COc1ccc(F)cc1S(=O)(=O)Nc1cc2c3c(c1)CC(=O)N3CCC2,3%,10%[57.1 µM],-1,4%,18%,3%,-17%,-4%,19%[57.1 µM]
Cc1cc(/C=N/NC(=O)c2cccc(F)c2)c(C)n1-c1ccccc1,13%,1%,-1,.,-2%,2%,-6%,3%,19%
CCOC(=O)c1ccccc1NC(=O)c1sc2ncn(CC)c(=O)c2c1C,0%,9%,-2,-2%,33%,0%,-20%,-2%,13%
COc1ccccc1N(CC(=O)Nc1ccc2c(c1)OCCO2)S(=O)(=O)c1ccc(C)cc1,-12%,6%[57.1 µM],14,-10%,3%,6%,-16%,8%,5%[57.1 µM]
O=C(Nc1nnc(-c2ccco2)o1)c1ccc(N2C(=O)CCC2=O)cc1,33%[activator],1%[57.1 µM],-2,-9%,27%,-3%,-3%,0%,9%[57.1 µM]
COc1ccccc1/C=C(\NC(=O)c1ccc(OC)c(OC)c1)C(=O)Nc1cccc([N+](=O)[O-])c1,0%,-11%[57.1 µM],4,0%,11%,-4%,5%,-3%,5%[57.1 µM]
COc1ccccc1NC(=O)C(C)Sc1nnc2ccc3ccccc3n12 (centres undefined),-1%,-5%,-1,3%,24%,-8%,?,3%,10%
CCCCCCCCNC(=O)/C(C#N)=C/c1ccc(SC)cc1,4%,-6%,11,-1%,44%[activator],-1%,-10%,0%,-9%
CCOc1cc(/C=C/C(=O)NCCc2ccc(S(N)(=O)=O)cc2)ccc1OCC(C)C,2%,-2%,0,3%,34%[activator],4%,-5%,?,9%
Cc1ccc2c(c1)c1c3n2CCN(C(=O)CCl)C3CCC1 (centres undefined),9%,10%,12,5%,-7%,46µM*,-25%,?,7.9µM*
CNC(=O)/C=C/c1cc(C(=O)c2ccc(Cl)cc2Cl)cn1C,3%,-1%,-3,.,28%,3%,-14%,0%,4%

Of the compounds above, 4 contain a thiophene ring, fused or not.
smiles,GLS inhibitor,TrxR1 substrate,PI4K2A inh,Tb PGK inh,HP1b binding inh,IDH1 R132H inh,USP1-UAF1 inh,Pin1 inh,rTrxR1 inhibitor
O=C(Cn1cccc1C(=O)c1ccccc1)NCc1cccs1,9%,-4%,1,7%,22%,1%,-5%,-2%,-9%
CC(C#N)Sc1ncnc2sc(-c3ccccc3)cc12 (centres undefined),8%,6%,1,1%,15%,-9%,?,21%,21%
CCCNC(=O)C1CCC(Cn2c(=O)c3sccc3n(CC(=O)N3CCC(C)CC3)c2=O)CC1 (centres undefined),17%,-4%[57.1 µM],-1,19%,28%,-5%,-12%,-6%,4%[57.1 µM]
CCOC(=O)c1ccccc1NC(=O)c1sc2ncn(CC)c(=O)c2c1C,0%,9%,-2,-2%,33%,0%,-20%,-2%,13%

Additional entries
smiles,GLS inhibitor,TrxR1 substrate,PI4K2A inh,Tb PGK inh,HP1b binding inh,IDH1 R132H inh,USP1-UAF1 inh,Pin1 inh,rTrxR1 inhibitor
Cc1cc(/C=N/NC(N)=S)c(O)c(/C=N/NC(N)=S)c1,?,-5%,-7,-1%,31%,7%,?,.,-12%
COc1ccc(CNCCC(c2ccc3c(c2)OCO3)c2ccccc2OC)cc1 (centres undefined),-2%,0%,2,6%,-2%,-3%,-1%,-5%,13%
CCOc1ccccc1N1CCN(C(=O)C2CSC3(C)CCC(=O)N23)CC1 (centres undefined),19%,-3%,-2,5%,32%,3%,-8%,-1%,-21%
Cc1cccc(Cn2c(=O)n(-c3cc(C)cc(C)c3)c(=O)c3oc4ccccc4c32)c1,-9%,33%[activator],-1,6%,42%[activator],-6%,-22%,47%[activator],40%[activator]
COCCn1c(SCC(=O)c2c[nH]c3ccccc23)nc2cc(C(=O)NCC(C)C)ccc2c1=O,7%,0%[57.1 µM],1,4%,18%,-7%,-11%,?,9%[57.1 µM]
